# mlh1 rad18 – NCI yeast anticancer drug screen, S. cerevisiae mlh1 rad18 strain; growth inhibition, % at 50 µM; 79,000 tested, 11% active;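 further: 0% = growth of vehicle-only cultures of the same strain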
#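 Inhibition values reflect reduced growth of mutant yeast versus vehicle-treated controls following compound exposure; the mutations affect DNA damage repair.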
# sgs1 mgt1 – NCI yeast anticancer drug screen, S. cerevisiae sgs1 mgt1 strain; 78,000 tested, 10% active; AID 161; growth inhibition, % at 50 µM;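 further: 0% = growth of vehicle-only cultures of the same strain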
#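 Genetically altered yeast, compound exposure, growth inhibition relative to vehicle.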
# rad50 – NCI yeast anticancer drug screen, S. cerevisiae rad50 strain. growth inhibition, % at 50 µM. 79,000 tested, 10% active. AID 155;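 further: 0% = growth of vehicle-only cultures of the same strain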
#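 Cells are treated with compound, grown, and their growth is then scored against vehicle-only cultures of the same repair-deficient yeast strain.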
# cln2 rad14 – NCI yeast anticancer drug screen, S. cerevisiae cln2 rad14 strain; growth inhibition, % at 50 µM; 78,000 tested, 8.3% active;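 further: 0% = growth of vehicle-only cultures of the same strain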
#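 Growth of compound-exposed yeast (cln2 rad14 genotype) measured and expressed as inhibition relative to vehicle.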
# bub3 – NCI yeast anticancer drug screen, S. cerevisiae bub3 mutant strain; growth inhibition, % at 50 µM; 78,000 tested, 9.9% active; AID 167;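 further: 0% = growth of vehicle-only cultures of the same strain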
#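 Mutant yeast screening strain plus compound; vehicle-treated cultures serve as the 0% inhibition reference.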
# mec2-1 – NCI yeast anticancer drug screen, S. cerevisiae mec2-1 strain. % growth inhibition at 50 µM. 79,000 tested, 9% active. AID 157;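 further: 0% = growth of vehicle-only cultures of the same strain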
#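 Using mec2-1 yeast: add compound, measure growth, express inhibition versus vehicle-treated cultures.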
# * marks the source's active call; other numbers are inactive results; & = joins results of further samples. No stated cut-off is given here; in the data, active means growth inhibition above about 70%; inactive means the rest.
SMILES,mlh1 rad18,sgs1 mgt1,rad50,cln2 rad14,bub3,mec2-1
COc1cccc(OC)c1C(=O)Nc1cccc(NC(=O)c2c(OC)cccc2OC)n1,-23,-39,-30,-9,-24,-25
COC(=O)CSc1cc(Cl)c(C)cc1S(=O)(=O)Nc1n[nH]c(N)n1,10,-11,-14,-7,-10,-8
Cc1cn(C2OC(CO)C(O)C(O)C2O)c(=O)[nH]c1=O (stereo not drawn),1,-5,-1,-3,15,6
CCOC(=O)C(NC(=O)c1ccccc1)C1NC(C(=O)O)C(C)(C)S1 (stereo not drawn),4,-5,-23,-22,1,6
O=C(CC(=O)N(C(=O)/C=C\c1ccccc1)c1ccc(Cl)cc1)N1N=C(c2ccccc2)C(N=Nc2cccc([N+](=O)[O-])c2)C1=O (stereo not drawn),6,10,8,2,15,3
CC(C)N(C(=O)CC1(O)CCCCC1)C(C)C,2,-15,0,74*,-9,-12
O.O.O=c1cc(Cl)[nH]c(=O)[nH]1.[NH2-].[NH2-].[Pt+4],36,-2,-22,-48,3,-18
CN(CCCN(CCO)CCO)C1CC(C)(C)N(O)C(C)(C)C1,7,-4,-4,15,-9,-10
CCOCCNCc1ccc(Cl)cc1Cl,-10,-5,4,3,8,-1
O=[N+]([O-])c1cccc(/C=C/C2(CCl)OCCO2)c1,41,18,5,5,51,21
O=C(O)C(C(=O)O)C1C=CCC1 (stereo not drawn),-4,-13,16,-52,13,-4
CCC/C(C)=C(/O)c1ccccc1N,15,9,1,6,-21,0
S=C1SCN(C2CCCCCCCCCCC2)CN1C1CCCCCCCCCCC1,-41,-18,-52,-4,-20,-29
Cc1ccc(-n2c(=O)c3nn4c(=O)n(-c5ccc(C)cc5)c(=O)c4nn3c2=O)cc1,-2,-24,-9,7,-9,-15
CC(C)OC(=O)c1cccnc1,-2,7,16,-39,-1,2
COc1cc(N(CCC#N)CCC#N)ccc1/C(N=Nc1ccc(Cl)cc1)=N/NC(=O)c1cc(Br)ccc1O,52,-6,8,7,18,-7
COc1ccc2ccccc2c1[N+](=O)[O-],0,0,3,-9,4,-8
COC(=O)C1=C(\N2CCOCC2)CCCC/C=C\1C(=O)OC,-4,-5,-3,-10,4,1
CC(=NCCN=C(C)c1ccccc1O)c1ccccc1O.[Cu],-9,2,-18,-24,-6,-8
CC(NNC(=S)N1CCCCCC1)c1cccc[n+]1[O-] (stereo not drawn),34,96*,97*,98*,14,8
CC(=O)Oc1ccc(C(N)=O)cc1,18,5,10,4,9,-4
O=C(O)C(=O)O.[NH-]CC(O)CN(CC(O)CO)c1ccccc1.[Pt+2] (stereo not drawn),11,7,23,22,-1,1
CC(C(=O)c1ccc(Cl)cc1)/C(=N/NC(=O)NN)C(=O)Nc1cccc(C(F)(F)F)c1 (stereo not drawn),-7,-58,-8,-56,19,-17
Cc1cc(=O)[nH]c2ccc(Cc3ccc(N)cc3)cc12,-1&12,1&15,16&6,31&13,-14&19,0&2
CSc1nnc(CCC(=O)Nc2c(C)cccc2C(C)(C)C)o1,2,11,-2,50,1,28
N#Cc1c(-c2ccccc2)c(-c2ccccc2)nn(CCO)c1=O,46,21,7,-22,6,11
NC(=O)C/C=C/CC(N)=O,1,-8,-5,-12,10,-6
CN(C)C(=S)/N=c1\ss/c(=N\S(=O)(=O)c2ccccc2)n1C,-23,-23,-6,2,45,-5
Cn1ccc2c([N+](=O)[O-])cccc2c1=O,4,3,4,-46,-25,2
COc1cccc(C2c3cc4c(cc3OC(C)(O)C2C)OCO4)c1O (stereo not drawn),-10,0,-5,-25,2,-4
C/C(CC(=O)CCC(=O)Nc1cccc(C(F)(F)F)c1)=N\NC(=O)NN,-16,-26,-26,2,-14,-17
COc1ccc(OC)c(NC(=O)Nc2nccs2)c1,33,29,2,-5,37,43
CCCCCC(=O)C(CCCC)(c1nc2n(c1O)C(=N)N=N2)c1nc2n(c1O)C(=N)N=N2 (stereo not drawn),38,9,48,19,7,27
CCCCOC(=S)SSC(=S)OCCCC,31,15,-2,-24,14,2
CSCCC(NC(=O)OCc1ccccc1)P(=O)(O)c1ccccc1 (stereo not drawn),-11,-34,-56,13,15,-41
COc1cc(OC)c(C(C)=O)c(O)c1OC,15,11,3,11,11,1
Cc1ccc(NC(=O)N(C)C)cc1NC(=O)N(C)C,6,15,-19,15,12,-24
CC(CNC(=O)C12CC3CC(CC(C3)C1)C2)NC(=O)C12CC3CC(CC(C3)C1)C2 (stereo not drawn),14,-27,6,8,-12,11
c1ccc2c(c1)Sc1ccccc1S2,-19,22,-7,-20,-4,7
Cc1cc(C)c2cnnn2n1,-3,1,10,15,-21,-14

# Full records, looked up by structure.
# `CSCCC(NC(=O)OCc1ccccc1)P(=O)(O)c1ccccc1` (stereo not drawn) as listed: mlh1 rad18 = -11; sgs1 mgt1 = -34; rad50 = -56; cln2 rad14 = 13; bub3 = 15; mec2-1 = -41
# `c1ccc2c(c1)Sc1ccccc1S2` as listed: mlh1 rad18 = -19; sgs1 mgt1 = 22; rad50 = -7; cln2 rad14 = -20; bub3 = -4; mec2-1 = 7
# `COc1ccc(OC)c(NC(=O)Nc2nccs2)c1` as listed: mlh1 rad18 = 33; sgs1 mgt1 = 29; rad50 = 2; cln2 rad14 = -5; bub3 = 37; mec2-1 = 43

# The results go on.
SMILES,mlh1 rad18,sgs1 mgt1,rad50,cln2 rad14,bub3,mec2-1
O=S(=O)(CCCCl)SCCCCl,100*,100*,99*,100*,100*,100*
O=S(=O)(O)N=Nc1ccc(O)cc1,92*,93*,91*,91*,93*,94*
CC(C)C(=O)NCC[C@@H](CNC(=O)OC(C)(C)C)NC(=O)OC(C)(C)C,35,39,20,-4,29,-3
CC(C)(C)OC(=O)CC(NC(=O)OC(C)(C)C)C(=O)NC(C(=O)O)C(O)c1ccccc1 (stereo not drawn),-29,-15,-19,-23,-9,-25
O=S1(=O)c2ccccc2C(=NO)c2ccccc21,-4,-15,-8,66,8,13
CC(C)CN(CC(C)C)C(=O)C1CCCC[C@@H]1C(=O)O (stereo partly drawn),22,6,17,19,16,15
CC(C)CCCC(C)C1CCC2C3CCC4=CCCCC4(C)C3CCC12C (stereo not drawn),51,28,5,33,2,33
Cn1cnc([N+](=O)[O-])c1Sc1nnc(-c2cccnc2)n1C,-12,-10,-18,-5,-19,-20
C(=C1/NC(c2ccccc2)=Nc2ccccc21)/c1ccccc1,30,11,24,38,5,0
COc1ccccc1NC(=O)CC(=O)NNCC(=O)Nc1nnc(-c2ccccc2)o1,13,22,16,-52,-4,-2
O=C1c2ccccc2C(=O)C1C(c1ccc(F)cc1)C1C(=O)c2ccccc2C1=O,72*,56,77*,86*,79*,75*
CC(=O)CCC(C)(C)[N+](=O)[O-],-5,-16,5,-24,-22,-26
CC(C)C1SCc2nc3ccccc3n21 (stereo not drawn),24,48,47,41,56,12
O=C1CSC(c2ccccc2F)N1c1nccs1 (stereo not drawn),23,7,4,-18,2,6
Cc1ccc(C(C)C)c(O)c1N=Cc1c(O)ccc2ccccc12,22,6,-12,-14,48,-12
CC(C)CC(=O)CCc1ccccc1,-4,-47,-45,-6,-29,-20
CC(C)C1OC(C2OCC(C)(C)C(C(C)C)O2)OCC1(C)C (stereo not drawn),32,10,13,10,27,6
C=CCOC(=O)CC=C,5,5,-9,7,-11,-3
CC1(C)N=C(N)N=C(N)N1c1cccc(CCCCC(=O)CCl)c1,98*,96*,96*,82*,87*,95*
CC1(C)OC(=O)C(=CN(C2CCCCC2)C2CCCCC2)C(=O)O1,-13,7,-6,-21,-34,-7
C[N+](C)(C)CCO,-2&1,-7&-6,2&-16,13&21,17&16,-9&-23
Cc1ccccc1N=CN(C)C,-35,41,53,40,31,29
CNC(=O)NC(C)(C)CCCCC(C)(C)NC(=O)NC,20,28,0,-17,-5,17
C[C@]1(CO)CCC[C@@]2(C)C1CC[C@H]1CC3C[C@]12CC[C@]3(C)O (stereo partly drawn),54,41,47,28,33,8
O/N=C(/CC(O)(C(F)(F)F)C(F)(F)F)c1ccccc1,12,-8,-9,-39,-7,-18
CCC1(C)C(=O)c2ccccc2N(C)C1=O (stereo not drawn),-6,-10,-6,-38,5,-10
O=C1C(=O)c2ccc(Br)cc2C(O)=C1C(c1ccccc1)c1ccccc1,32,7,26,14,21,30
O=[N+]([O-])c1ccc(N=C(Cl)c2ccccn2)cc1,18,-4,17,9,13,11
CCOC(Nc1ccc(Cl)cc1Cl)C(=O)c1ccccc1 (stereo not drawn),2,-3,9,2,12,6
CSc1ccc(NC(=O)c2cccc([N+](=O)[O-])c2)cc1,22,1,10,1,11,32

# The final 2 compounds of the section above are carried over, then new ones follow:
SMILES,mlh1 rad18,sgs1 mgt1,rad50,cln2 rad14,bub3,mec2-1
CCOC(Nc1ccc(Cl)cc1Cl)C(=O)c1ccccc1 (stereo not drawn),2,-3,9,2,12,6
CSc1ccc(NC(=O)c2cccc([N+](=O)[O-])c2)cc1,22,1,10,1,11,32
Cc1ccc(CCn2cnc3c(=O)[nH]cnc32)cc1,41,14,10,40,6,33
S=C1NC2=C(COC/C2=C\c2ccccc2Cl)C(c2ccccc2Cl)N1 (stereo not drawn),81*,79*,77*,77*,82*,81*
O=C1/C(=C\c2ccccc2)C(N2CCCCC2)c2ccccc21 (stereo not drawn),13,9,14,-34,3,8
O=C1C(=O)c2ccccc2C(O)=C1C(c1ccccc1)c1ccccc1,62,82*,54,58,61,66
Cc1cc(S(=O)(=O)Nc2nc(N)n(C)n2)c(S)cc1Cl,-2,-3,-19,-3,-29,-18
COc1cc([C@@H]2c3cc4c(cc3[C@H](O)[C@H]3COC(=O)[C@@H]23)OCO4)cc(OC)c1OC,16,1,3,6,7,4
OC1CC2CCCCC2CC1(O)c1ccc(OCc2ccccc2)c(OCc2ccccc2)c1 (stereo not drawn),-5,-19,17,15,3,-10
c1ccc2c(c1)CSc1ccccc1-2,-4,-6,10,-12,7,-9
O=C1/C(=C(/Br)I)c2ccccc2-c2ccccc21,59,64,8,44,76*,59
Clc1ccc(C(c2cccc(Cl)c2)C(Cl)Cl)cc1 (stereo not drawn),46,52,47,31,56,45
COc1cc(NCCCCCNC(C)C)c2ncccc2c1,54,35,49,28,36,20
O=C1CC2C3C=CC4C3CC2C14 (stereo not drawn),1,3,-2,-1,1,-3
c1ccc2[nH]c(Cc3nc4ccccc4[nH]3)nc2c1,10,50,48,8,35,-14
COC(=O)c1cnccn1,-6,-4,-3,-27,1,-1
Cc1ccc(C)c(NC(=O)CC2SC(=Nc3ccccc3Cl)NC2=O)c1 (stereo not drawn),64,65,79*,78*,76*,59
CC(=O)Oc1cc(C)c(OC(C)=O)cc1C,14,3,-11,-2,17,-14
c1nc2nc(N3CCOCC3)nc(N3CCOCC3)c2[nH]1,9,24,12,8,-18,-1
Cc1c(NC(=O)C(C)(C)Br)c(=O)oc2c(C)c3occc(=O)c3cc12,-5,-22,17,-20,-11,-20
Cc1nc2ccccc2c(=O)n1NC(=S)Nc1ccc(Cl)cc1[N+](=O)[O-],-30,-20,-5,9,-1,-20
CC(C)/C=C1\CCC(CN(C)C)C1=O (stereo not drawn),86*,69,30,31,75*,56
CC1C2CCC(C2)C1CO (stereo not drawn),-4,-16,-17,-9,-15,-30
O=C(O)c1cccc2c1-c1ccc(NC(=O)C(Cl)Cl)cc1C2=O,12,-7,31,-6,16,-2

# 7 entries picked at random from those above, as already listed:
SMILES,mlh1 rad18,sgs1 mgt1,rad50,cln2 rad14,bub3,mec2-1
COC(=O)c1cnccn1,-6,-4,-3,-27,1,-1
c1ccc2[nH]c(Cc3nc4ccccc4[nH]3)nc2c1,10,50,48,8,35,-14
O=C1CC2C3C=CC4C3CC2C14 (stereo not drawn),1,3,-2,-1,1,-3
CC(=O)Oc1cc(C)c(OC(C)=O)cc1C,14,3,-11,-2,17,-14
Cc1ccc(C)c(NC(=O)CC2SC(=Nc3ccccc3Cl)NC2=O)c1 (stereo not drawn),64,65,79*,78*,76*,59
c1nc2nc(N3CCOCC3)nc(N3CCOCC3)c2[nH]1,9,24,12,8,-18,-1
COc1cc(NCCCCCNC(C)C)c2ncccc2c1,54,35,49,28,36,20

# Screening results as filed in PubChem BioAssay.

# No enrichment for hits. About 13% of those tested had a hit in this group.
